BoNT A protease: blocks Botulinum neurotoxin A light chain protease | multiplex microsphere protease substrate cleavage, flow cytometry | inhibition, % at 10 µM | actives 0.17% (n = 360,000) | AID 588499; also: plate controls were buffer without enzyme for full effect and enzyme alone for no effect
PrPC surface inh: reduces human prion protein on the cell surface | P04156 | cell surface PrPC, TR-FRET read-out | inhibition, % at 13.8 µM | actives 0.43% (n = 370,000) | AID 720596; in the data active = inhibition above about 24%; also: 0% = median of the test wells and 100% = reference compound wells
PfHsp40 rescue: restores yeast growth despite PfHsp40 toxicity; growth rescue, % at 12.5 µM; S. cerevisiae expressing PfHsp40, growth rescue, ATP luminescence; actives 0.68% (n = 340,000); AID 504582; in the data active = growth rescue above about 28%, passing the limit was not always enough; inconclusive = no clear call, values can overlap the other calls;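 also: yeast W303a lacking pdr1 and pdr3 grown in galactose medium; growth measured after three days at 30 °C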
Yp Topo-I inh: Y. pestis Topo-I inhibition via cleavage products | Y. pestis Topo-I cleavage product accumulation, plate reader | activity, % at 10 µM | actives 0.064% (n = 360,000) | AID 504884; in the data active = activity above about 50%, passing the limit was not always enough; inconclusive = no clear call, values can overlap the other calls; also: inactives centre near 2
FadD28 binding: blocks FadD28 binding to the bisubstrate probe; fluorescence polarization; inhibition, % at 12.5 µM; actives 0.22% (n = 360,000); in the data active = inhibition above about 8.5%, passing the limit was not always enough; inconclusive = no clear call, values can overlap the other calls
CCHFV vOTU inh: blocks the CCHF virus ovarian tumor domain protease. inhibition, % at 11.5 µM. CCHFV vOTU protease, Pep-AMC fluorescence. AID 651958. actives 0.55% (n = 370,000); in the data active = inhibition above about 30%; also: 0% = vehicle wells with enzyme and 100% = no enzyme wells
TcdB GH inh: inhibitors of Clostridioides difficile toxin B glycohydrolase; AID 652162; actives 0.24% (n = 350,000); TcdB glycohydrolase enzymatic assay, plate reader; inhibition, % at 9.99 µM; in the data active = inhibition above about 10%
Target sequence (P18177 whole entry, looked up): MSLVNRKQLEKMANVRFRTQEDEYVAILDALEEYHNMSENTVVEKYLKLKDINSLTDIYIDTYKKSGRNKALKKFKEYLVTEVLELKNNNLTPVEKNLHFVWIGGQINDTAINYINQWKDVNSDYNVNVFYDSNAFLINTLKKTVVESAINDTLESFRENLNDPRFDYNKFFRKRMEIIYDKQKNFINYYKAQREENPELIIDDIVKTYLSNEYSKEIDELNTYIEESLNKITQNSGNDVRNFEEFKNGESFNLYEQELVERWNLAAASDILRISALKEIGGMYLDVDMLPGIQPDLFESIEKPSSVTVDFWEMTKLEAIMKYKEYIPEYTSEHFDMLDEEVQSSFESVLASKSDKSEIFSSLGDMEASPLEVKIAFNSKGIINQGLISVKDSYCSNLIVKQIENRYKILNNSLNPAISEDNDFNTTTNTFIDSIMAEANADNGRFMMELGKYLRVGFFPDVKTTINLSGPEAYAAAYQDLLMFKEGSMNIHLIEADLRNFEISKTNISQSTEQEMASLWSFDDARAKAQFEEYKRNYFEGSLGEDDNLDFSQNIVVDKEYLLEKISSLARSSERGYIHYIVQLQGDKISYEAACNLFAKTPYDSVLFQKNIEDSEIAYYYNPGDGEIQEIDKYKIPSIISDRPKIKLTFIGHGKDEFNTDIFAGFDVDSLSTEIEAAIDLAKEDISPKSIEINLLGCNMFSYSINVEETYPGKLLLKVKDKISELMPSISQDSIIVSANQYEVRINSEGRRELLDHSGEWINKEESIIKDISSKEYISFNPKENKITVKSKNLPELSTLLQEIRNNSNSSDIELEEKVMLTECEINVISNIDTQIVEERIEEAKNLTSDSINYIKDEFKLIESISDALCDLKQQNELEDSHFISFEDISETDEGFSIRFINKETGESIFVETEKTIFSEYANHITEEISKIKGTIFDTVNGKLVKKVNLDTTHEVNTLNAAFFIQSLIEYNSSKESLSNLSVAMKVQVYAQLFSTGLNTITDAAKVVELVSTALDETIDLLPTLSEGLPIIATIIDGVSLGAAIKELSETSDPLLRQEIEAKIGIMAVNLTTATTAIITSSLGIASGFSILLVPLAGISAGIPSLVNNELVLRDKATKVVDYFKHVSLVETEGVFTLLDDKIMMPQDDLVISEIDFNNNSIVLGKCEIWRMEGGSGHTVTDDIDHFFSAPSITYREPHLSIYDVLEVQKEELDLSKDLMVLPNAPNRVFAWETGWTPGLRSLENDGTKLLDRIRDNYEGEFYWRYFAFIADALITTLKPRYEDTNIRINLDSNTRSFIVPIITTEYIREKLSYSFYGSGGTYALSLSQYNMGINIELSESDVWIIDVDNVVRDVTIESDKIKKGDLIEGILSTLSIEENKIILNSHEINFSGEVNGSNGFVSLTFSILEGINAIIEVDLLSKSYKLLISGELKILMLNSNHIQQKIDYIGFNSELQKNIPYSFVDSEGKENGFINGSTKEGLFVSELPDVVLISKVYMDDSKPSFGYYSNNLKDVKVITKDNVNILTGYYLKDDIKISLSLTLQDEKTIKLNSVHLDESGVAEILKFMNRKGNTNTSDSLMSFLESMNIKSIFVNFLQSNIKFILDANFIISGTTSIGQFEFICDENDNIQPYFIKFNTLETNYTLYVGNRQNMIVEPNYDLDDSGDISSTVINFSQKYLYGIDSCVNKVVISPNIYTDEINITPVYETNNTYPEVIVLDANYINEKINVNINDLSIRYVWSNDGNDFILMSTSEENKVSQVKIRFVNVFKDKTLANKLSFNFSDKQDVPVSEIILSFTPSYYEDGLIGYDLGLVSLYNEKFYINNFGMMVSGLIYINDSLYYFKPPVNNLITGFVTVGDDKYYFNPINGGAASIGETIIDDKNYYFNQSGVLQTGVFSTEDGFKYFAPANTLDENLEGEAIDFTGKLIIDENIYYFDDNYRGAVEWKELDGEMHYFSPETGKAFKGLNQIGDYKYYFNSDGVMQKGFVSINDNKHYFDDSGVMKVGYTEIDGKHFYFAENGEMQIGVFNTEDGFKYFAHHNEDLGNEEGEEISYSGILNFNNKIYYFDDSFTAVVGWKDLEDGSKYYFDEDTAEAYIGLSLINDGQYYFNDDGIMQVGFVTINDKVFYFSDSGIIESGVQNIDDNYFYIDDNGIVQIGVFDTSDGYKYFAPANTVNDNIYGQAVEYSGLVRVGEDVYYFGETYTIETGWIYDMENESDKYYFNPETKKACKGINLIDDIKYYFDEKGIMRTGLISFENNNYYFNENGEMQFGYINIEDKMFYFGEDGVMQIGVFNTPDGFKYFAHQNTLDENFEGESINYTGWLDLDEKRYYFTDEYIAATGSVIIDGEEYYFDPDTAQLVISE
Anthrax LF inh2: anthrax lethal factor protease inhibition; P15917; multiplex microsphere protease cleavage assay, LF; inhibition, % at 10 µM; actives 0.12% (n = 360,000); AID 588501; also: plate controls were buffer without enzyme for full effect and enzyme alone for no effect
BoNT F protease: BoNT F light chain protease inhibition; Multiplex microsphere protease cleavage assay, flow cytometry; inhibition, % at 10 µM; actives 0.22% (n = 360,000); AID 588497; in the data active = inhibition above about 35%, passing the limit was not always enough; inconclusive = no clear call, values can overlap the other calls; also: plate controls were buffer without enzyme for full effect and enzyme alone for no effect
Starred values were filed as active, the others as inactive; ? = inconclusive; . = not tested or not shown; & = joins results of further samples. Rule as the data show it, unless noted: active = inhibition above about 30%; inconclusive = no clear call, values can overlap the other calls; inactive = below that. Rows are unselected (roughly 2.3% active in at least one column).

SMILES	BoNT A protease	PrPC surface inh	PfHsp40 rescue	Yp Topo-I inh	FadD28 binding	CCHFV vOTU inh	TcdB GH inh	Anthrax LF inh2	BoNT F protease
O=P(Oc1ccccc1)(Oc1ccccc1)C(O)c1ccc(Cl)cc1 (stereo not drawn)	0.5	6	140*	9	-0.6	22	0.9	0	3
COc1ccc(C2/C(=C(/O)c3ccccc3)C(=O)C(=O)N2CCO)cc1 (stereo not drawn)	0.1	-2	-0.4	-4	-2.4	5	.	-6	8
CCOc1ccccc1NC(=O)Cn1cnc2c(nnn2-c2cccc(OC)c2)c1=O	-0.6	-7	0.2	-2	-2.5	2	0.1	1	3
CC(CCc1ccccc1)NC(=O)CCC(=O)N1CCC(C(N)=O)CC1 (stereo not drawn)	1.1	-2	-0.5	4	-2.9	-13	-0.4	-12	1
C=CCn1c(SCC(=O)O)nnc1-c1ccccc1	0.1	-5	0.5	-7	0.3	-5	.	-6	0
O=C(O)CCC(=O)NCc1ccc(F)cc1	0.4	-3	-0.9	-3	0.4	-13	.	-2	2
Cc1ccsc1/C=C1\C(=O)NC(=S)N(C)C1=O	-2.1	7	1.5	1	-4.4	-2	-1.0	-6	-14
C[C@@H]1CN([C@H](C)CO)C(=O)CCCn2nncc2CO[C@H]1CN(C)Cc1ccc(C(F)(F)F)cc1	-0.2	-1	.	13	-0.5	-1	0.7&-0.1	-4	-5
Nc1c(-c2ccsc2)cnc2ncnn12	-0.2	-2	0.3	1	-2.6	-9	0.9	-2	0
O=S(=O)(c1ccc2nc(-c3ccccc3)[nH]c2c1)N1CCN(c2ccc(Cl)cc2)CC1	0.1	0	-0.6	1	-3.7	4	.	-3	-8
CCCCC(=O)N1CC2(C)CN(C(=O)CCCC)CC(C)(C1)C2=O	-0.2	0	-0.5	-1	-3.3	-2	.	1	-3
COC(=O)c1ccccc1NC(=O)C1CCN(C(=O)c2cc(OC)cc(OC)c2)CC1	1.4	8	-0.6	24	-7.0	1	.	4	2
CCOC(=O)C1=C(CSc2nc3ccccc3s2)NC(=O)NC1c1ccc(OC)cc1 (stereo not drawn)	-0.9	0	2.3	20	-4.2	0	.	-1	-8
O=C1C(Cc2ccc(Br)cc2)SC(=Nc2ccccc2)N1c1ccccc1 (stereo not drawn)	1.8	5	0.0	7	-2.1	0	-0.2	-2	36*
CC(O)CNc1nc2c(c(=O)n(Cc3ccc(Cl)c(Cl)c3)c(=O)n2C)n1C (stereo not drawn)	-0.6	4	-0.1	-12	-0.6	-8	1.4	-3	9
CC(=O)c1ccc(O)c(CSc2nncn2C)c1	-1.0	-1	-1.2	-2	-1.2	-6	0.9	-6	-2
O=C(NCCNC(=O)c1ccco1)c1ccc(F)cc1	-0.3	4	-0.4	-5	1.0	-9	0.3	-7	5
Cn1c(N)c(C(=O)CSc2ccc3c(c2)OCCO3)c(=O)n(C)c1=O	-0.8	7	0.1	-4	-1.6	7	.	-2	-31
CCc1ccc(N2C(=O)c3ccc4c5c(ccc(c35)C2=O)CC4)cc1	-1.0	-7	-0.6	-1	-2.5	-23	.	-2	5
CCN(CC)c1ncnc2c1cnn2Cc1ccc(C)cc1	-1.3	3	0.6	3	-1.3	6	0.9	-2	-2
O=C(NN1C(=O)c2ccccc2NC1c1ccoc1)c1ccccc1 (stereo not drawn)	-0.8	-2	0.6	1	-2.4	-22	1.5	-4	-4
COc1ccc(C(=O)N/C(=C\c2ccc(Cl)cc2)C(=O)NCCN2CCOCC2)cc1	-0.4	-9	.	9	-1.1	0	-0.2	-2	-3
CC(=O)Nc1ccc(-c2csc(NC(=O)CC(NC(C)=O)c3ccccc3)n2)cc1 (stereo not drawn)	-1.3	2	0.3	1	-3.4	7	2.1	-3	-26
O=C(Nc1ccccc1)OCCNC(=O)c1ccccc1	0.1	-7	0.1	-2	-2.0	8	.	0	4
CCCC(=O)N(Cc1cc2cccc(C)c2[nH]c1=O)c1ccccc1OC	-1.3	-2	-0.8	23	0.3	10	0.6	-6	-12
Cc1cc(C)nc(NS(=O)(=O)c2ccc(NC(=S)NC(=O)c3cccnc3)cc2)n1	-2.6	0	0.0	-5	-3.2	-5	0.0	-10	-3
O=C(NCc1nnnn1-c1ccc(F)cc1)c1ccc2ccccc2c1	-0.5	4	.	-5	-0.6	9	0.0	4	-2
COc1cc(C)c(S(=O)(=O)NOCc2ccc([N+](=O)[O-])cc2)c(C)c1C	.	-11	1.3	3	-1.6	-10	0.1	.	.
N#CCC(=O)N/N=C/c1cn(Cc2ccc(Cl)cc2Cl)c2ccccc12	-2.6	6	0.2	-6	-1.9	8	0.8	0	3
Cc1cc(Nc2ccccc2)n(-c2ccc(Br)cc2)n1	-1.2	-2	-0.2	16	-1.5	-10	.	-1	-6
C/C(=C/C(=O)O)C(=O)Nc1cccc(C(F)(F)F)c1	-0.2	8	0.7	-1	-1.7	4	0.1	1	0
COc1cc(SC)ccc1C(=O)Nc1ccccc1	-0.9	-6	7.9	-7	1.1	5	.	-6	-10
O=C(CCNS(=O)(=O)c1ccc(Br)cc1)NCc1ccc(Cl)cc1	0.8	4	-1.9	4	-10	1	1.0	-1	-6
Cn1c(=O)c2c(nc(Oc3ccc(-c4ccccc4)cc3)n2C)n(C)c1=O	-0.5	11	0.1	-2	-1.4	4	-0.3	-1	1
COc1ccc(CNC(=O)C2CC(c3ccc(F)cc3)=NO2)cc1 (stereo not drawn)	1.3	1	0.9	5	-1.4	5	.	-1	2
O=C(CSc1nc(-c2ccc(Cl)cc2)cs1)Nc1cccc([N+](=O)[O-])c1	-0.6	4	1.1	-10	-1.2	9	0.8	-1	-5
COC(=O)c1cccc(NC(=O)CCc2ccccc2)c1	-0.1	-4	-0.4	-3	-2.2	-3	0.5	-2	-7
Cc1ccc(C)c(NC(=S)N2CCN(c3ccccn3)CC2)c1	-11	-4	-0.8	-16	-3.7	-8	0.7	0	?
C=CCNC(=S)N1Cc2ccccc2-n2nncc2C1	-0.3	-6	.	-1	-4.8	-4	0.9	-4	-4
C[C@H](NC(N)=O)C(=O)OCC(=O)Nc1ccc(OC(F)F)cc1	0.0	-2	-0.1	0	-3.1	-1	1.5	-5	-4
Cc1c(NS(=O)(=O)c2ccc(S(=O)(=O)c3ccccc3)s2)c(=O)n(-c2ccccc2)n1C	-0.2	-10	-0.5	1	-0.4	4	-0.3	-2	-5
Cc1ccc(NC(=O)c2ncn(CCCNCCCc3ccccc3)n2)cc1C	-0.1	-13	-1.6	2	-4.5	13	0.5	-1	-6
COc1ccc(-c2sc3ccc(OC)cc3c2C#Cc2ccccn2)cc1	5.0	8	-0.7	11	-3.3	6	1.7	8	-4
CNNC(=S)Nc1ccc(Cl)cc1	-5.4	-4	1.2	-6	-2.3	7	-1.0	-14	?
COc1cccc(/C=N/N2CCN(C3c4ccccc4-c4ccccc43)CC2)c1O	-0.8	5	0.4	18	1.7	11	0.9	-1	3

Full records as entered above:
`Cn1c(=O)c2c(nc(Oc3ccc(-c4ccccc4)cc3)n2C)n(C)c1=O` across the screens: BoNT A protease: -0.5; PrPC surface inh: 11; PfHsp40 rescue: 0.1; Yp Topo-I inh: -2; FadD28 binding: -1.4; CCHFV vOTU inh: 4; TcdB GH inh: -0.3; Anthrax LF inh2: -1; BoNT F protease: 1
`COC(=O)c1cccc(NC(=O)CCc2ccccc2)c1` across the screens: BoNT A protease: -0.1; PrPC surface inh: -4; PfHsp40 rescue: -0.4; Yp Topo-I inh: -3; FadD28 binding: -2.2; CCHFV vOTU inh: -3; TcdB GH inh: 0.5; Anthrax LF inh2: -2; BoNT F protease: -7
`COc1ccc(-c2sc3ccc(OC)cc3c2C#Cc2ccccn2)cc1` across the screens: BoNT A protease: 5.0; PrPC surface inh: 8; PfHsp40 rescue: -0.7; Yp Topo-I inh: 11; FadD28 binding: -3.3; CCHFV vOTU inh: 6; TcdB GH inh: 1.7; Anthrax LF inh2: 8; BoNT F protease: -4

Additional compounds
SMILES	BoNT A protease	PrPC surface inh	PfHsp40 rescue	Yp Topo-I inh	FadD28 binding	CCHFV vOTU inh	TcdB GH inh	Anthrax LF inh2	BoNT F protease
COC(CNC(=O)Cn1ncc2ccsc2c1=O)OC	0.0	-3	-1.5	-5	-2.8	6	.	-3	-2
c1cncc(C2OCC3(CO2)COC(c2cccnc2)OC3)c1 (stereo not drawn)	-0.5	-7	-0.6	-14	-1.3	4	-0.1	-11	0
CC(C)NCC1CCc2cc(CO)c([N+](=O)[O-])cc2N1 (stereo not drawn)	0.5	-13	1.8	-4	0.5	-2	1.1	5	-2
CCN(CC)S(=O)(=O)c1ccc(N2CCCCC2)c(C(=O)Nc2ccccc2N2CCOCC2)c1	-0.9	3	1.5	28	-0.4	-6	.	-2	-6
O=C(Nc1ccc([N+](=O)[O-])c(NC(=O)C2CCCO2)c1)C1CCCO1 (stereo not drawn)	0.5	-31	-0.3	-11	0.7	-3	.	-2	-2
CS(=O)(=O)N(CC(=O)Nc1ccccc1C(=O)N1CCOCC1)c1cccc([N+](=O)[O-])c1	-4.6	-6	-0.5	-10	-1.2	2	1.6	-2	-2
COc1ccc(NC(=O)COC(=O)/C=C/c2cnc3ccccc3n2)cc1	0.3	-4	-0.5	3	-0.6	-4	0.3	-1	2
COc1cc(/C=N/n2nnnc2N)ccc1OC(C)=O	-2.5	-4	-0.2	2	-0.2	-7	0.0	-4	12
COc1cc(NC(=O)C(=O)N2CCN(C)CC2)c(OC)cc1Cl	-0.6	-5	-1.5	2	1.9	-3	1.3	0	-1
COC(=O)N/N=C/c1ccccc1	-0.5	-11	-0.3	-2	-1.9	-7	2.2	-1	-3
CC(Sc1ncnc2sccc12)C(=O)Nc1ccc(S(N)(=O)=O)cc1 (stereo not drawn)	-0.7	9	-0.9	8	-1.1	-9	1.6	-2	-6
COc1ccc(S(=O)(=O)N[C@@H](CC(C)C)C(=O)O)cc1	0.0	5	0.6	3	-3.1	9	.	3	-4
CCC(C(=O)OCC(=O)Nc1c(Cl)cccc1Cl)c1ccccc1 (stereo not drawn)	0.4	2	-0.9	2	-3.2	-6	-0.7	-1	2
CCCCn1nc(C(=O)Nc2cccc(C(=O)NC3CC3)c2)c2ccccc2c1=O	0.3	-11	1.5	8	-5.8	4	0.8	0	3
COc1cc(OC)cc(C(=O)NCC(C)NC(=O)c2cc(OC)cc(OC)c2)c1 (stereo not drawn)	3.2	-5	-1.0	-7	0.8	3	0.5	-7	?
Cc1ccc(C)c(C(C)NC(=O)CC#N)c1 (stereo not drawn)	-0.2	-1	0.0	-2	2.1	5	0.8	1	-1
O=C(NN=C(Cc1ccccc1)Cc1ccccc1)c1ccccc1O	-0.5	-3	-0.1	7	-2.8	5	-4.5	-5	-3
CN(C)S(=O)(=O)c1cccc(NC(=O)c2ccc(OC(F)(F)F)cc2)c1	0.7	4	-0.4	-6	-8.0	10	0.7	-4	-3
CSCCC(NS(=O)(=O)c1ccc2c(c1)oc(=O)n2C)C(=O)NC1CCN(Cc2ccccc2)CC1 (stereo not drawn)	-0.4	-13	-0.6	4	-2.5	-1	-6.8	2	-6
CCCCCCN1C[C@@H](O)[C@H](n2cc(COC(=O)c3ccccc3)nn2)C[C@@H]1c1ccc(C)cc1	-0.3	-5	.	0	0.8	-2	1.0	7	5
Cc1ccc(C(=O)CC(c2cccs2)S(=O)(=O)c2ccc(C)cc2)cc1 (stereo not drawn)	0.4	2	-0.9	-1	-2.9	-6	0.8	-1	-1
Cc1nc2scc(C)n2c(=O)c1S(=O)(=O)N1CCN(c2ccc([N+](=O)[O-])cc2)CC1	0.9	-8	-0.6	2	-4.6	-9	-0.2	1	1
O=C(NCCCn1ccnc1)Nc1ccc(Cl)cc1Cl	-0.6	3	0.4	6	-0.7	-2	.	-2	-4
S=C(NCCCCc1ccccc1)NCc1ccccc1	-2.6	7	55*	13	-1.9	15	0.5	-8	-6
Cc1cccc(C(=O)NCCc2csc(C)n2)c1	0.1	16	0.2	-7	-3.1	-5	2.1	-4	-5
CC(C)NC(=O)c1nc2c(nnn2Cc2cccc(Cl)c2)c(=O)[nH]1	-2.1	12	1.4	0	-3.8	-6	-3.5	3	-8
Cc1nc2nc(SCC(=O)NCc3ccco3)nn2c(C)c1Cc1ccccc1	1.4	-1	0.0	16	-1.6	-7	.	3	12
